Screening results (PubChem)
NSD2 inh = inhibitors of human NSD2 methyltransferase; 44,000 compounds, 0.07% hits; NSD2-SET H3K36me1 DELFIA fluorescence, biochemical; O96028; inhibition, % at 12.5 µM; AID 624260; in the data active = inhibition above about 54%, passing the limit was not always enough; inconclusive = no clear call, values can overlap the other calls;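 also: inhibitors reduce the monomethyl H3K36 fluorescence signal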
Target sequence (O96028 whole entry, looked up): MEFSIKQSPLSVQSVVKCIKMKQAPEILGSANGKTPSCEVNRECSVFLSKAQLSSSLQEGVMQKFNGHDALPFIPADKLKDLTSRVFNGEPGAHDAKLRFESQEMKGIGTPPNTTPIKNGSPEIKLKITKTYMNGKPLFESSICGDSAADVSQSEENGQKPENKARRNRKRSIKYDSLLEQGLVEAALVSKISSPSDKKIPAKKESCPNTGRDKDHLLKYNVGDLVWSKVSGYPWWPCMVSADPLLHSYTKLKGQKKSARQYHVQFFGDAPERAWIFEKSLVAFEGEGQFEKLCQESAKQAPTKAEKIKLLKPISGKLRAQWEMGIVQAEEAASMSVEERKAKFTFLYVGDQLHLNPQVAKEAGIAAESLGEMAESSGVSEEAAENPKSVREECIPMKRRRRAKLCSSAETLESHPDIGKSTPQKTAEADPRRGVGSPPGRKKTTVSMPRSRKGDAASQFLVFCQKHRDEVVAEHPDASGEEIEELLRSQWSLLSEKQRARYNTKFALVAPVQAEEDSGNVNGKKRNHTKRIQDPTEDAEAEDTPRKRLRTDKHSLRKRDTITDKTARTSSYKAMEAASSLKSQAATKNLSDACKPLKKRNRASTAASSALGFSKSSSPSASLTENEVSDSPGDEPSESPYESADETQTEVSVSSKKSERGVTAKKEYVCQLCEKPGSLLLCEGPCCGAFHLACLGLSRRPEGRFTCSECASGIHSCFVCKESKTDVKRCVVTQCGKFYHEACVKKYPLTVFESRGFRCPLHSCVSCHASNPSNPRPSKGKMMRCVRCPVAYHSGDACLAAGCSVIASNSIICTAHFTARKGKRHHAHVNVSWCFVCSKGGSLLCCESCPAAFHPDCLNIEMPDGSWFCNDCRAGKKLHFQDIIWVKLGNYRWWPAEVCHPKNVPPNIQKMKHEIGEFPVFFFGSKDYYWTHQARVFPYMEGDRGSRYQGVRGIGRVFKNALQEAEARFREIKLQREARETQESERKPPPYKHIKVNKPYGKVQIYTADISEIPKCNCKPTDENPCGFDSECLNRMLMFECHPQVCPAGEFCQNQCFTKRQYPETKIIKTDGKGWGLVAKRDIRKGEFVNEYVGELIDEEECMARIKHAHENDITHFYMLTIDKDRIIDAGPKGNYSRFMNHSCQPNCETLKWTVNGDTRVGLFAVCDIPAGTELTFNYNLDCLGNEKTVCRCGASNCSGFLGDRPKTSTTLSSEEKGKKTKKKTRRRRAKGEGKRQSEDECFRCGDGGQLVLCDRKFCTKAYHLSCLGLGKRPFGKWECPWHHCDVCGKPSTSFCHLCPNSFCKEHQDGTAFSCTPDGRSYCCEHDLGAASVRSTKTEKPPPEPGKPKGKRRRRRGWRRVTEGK
The depositor's hits bear a star; ? = inconclusive. Only part of the results is shown; rates above refer to the full screens.

item	NSD2 inh	smiles
1	4	C[C@@H]1CN([C@@H](C)CO)S(=O)(=O)c2ccc(C#C[C@@H](C)O)cc2O[C@@H]1CN(C)C(=O)c1ccccc1
2	0	COc1ccc(CN(C)C[C@H]2Oc3ccc(NC(=O)C4CCCCC4)cc3CC(=O)N([C@@H](C)CO)C[C@H]2C)cc1
3	4	CNC[C@H]1Oc2ccc(NC(=O)Nc3ccc(C(F)(F)F)cc3)cc2CC(=O)N([C@H](C)CO)C[C@H]1C
4	7	C[C@H]1CN([C@@H](C)CO)C(=O)c2cc(N(C)C)ccc2O[C@H]1CN(C)C(=O)Nc1ccc2c(c1)OCO2
5	1	C[C@@H]1CN([C@H](C)CO)C(=O)c2cc(-c3ccc(C#N)cc3)cnc2O[C@@H]1CN(C)C(=O)Nc1ccc(F)cc1
6	6	COCC#Cc1cnc2c(c1)C(=O)N([C@@H](C)CO)C[C@H](C)[C@H](CN(C)C(=O)Nc1ccccc1F)O2
7	0	C[C@H]1CN([C@@H](C)CO)C(=O)c2cccc(NC(=O)C3CCOCC3)c2O[C@@H]1CN(C)CC1CC1
8	-6	C[C@H](CO)N1C[C@H](C)[C@@H](CN(C)S(=O)(=O)c2ccc(F)cc2)OCCCC[C@H](C)Oc2ccc(NC(=O)Nc3ccc(F)cc3)cc2C1=O
9	?	C[C@@H]1CN([C@@H](C)CO)C(=O)Cc2cc(NC(=O)Nc3ccccc3)ccc2O[C@H]1CN(C)Cc1ccncc1
10	-4	COc1ccc(CN(C)C[C@H]2Oc3ccc(NC(=O)Nc4ccc(F)cc4)cc3C(=O)N([C@H](C)CO)C[C@@H]2C)cc1
11	2	C[C@H]1CN([C@@H](C)CO)C(=O)c2cc(NC(=O)Nc3ccc4c(c3)OCO4)ccc2O[C@@H]1CN(C)C(=O)NC1CCCCC1
12	3	C[C@H](O)C#Cc1ccc2c(c1)O[C@H](CN(C)C)[C@@H](C)CN([C@@H](C)CO)S2(=O)=O
13	2	C=CC[C@]12N=C(c3ccc(OCCCO)cc3)O[C@H]1c1ccccc1N(CCS(=O)(=O)c1ccccc1)C2=O
14	-1	Nc1nnc(SCC(=O)NC2CCCCCC2)s1
15	6	C[C@H]1CN([C@@H](C)CO)C(=O)c2cccc(NS(=O)(=O)c3cccs3)c2O[C@@H]1CN(C)C(=O)Nc1ccc(C(F)(F)F)cc1

Arranged by SMILES length (ascending): part of the list above
item	NSD2 inh	smiles
12	3	C[C@H](O)C#Cc1ccc2c(c1)O[C@H](CN(C)C)[C@@H](C)CN([C@@H](C)CO)S2(=O)=O
7	0	C[C@H]1CN([C@@H](C)CO)C(=O)c2cccc(NC(=O)C3CCOCC3)c2O[C@@H]1CN(C)CC1CC1
13	2	C=CC[C@]12N=C(c3ccc(OCCCO)cc3)O[C@H]1c1ccccc1N(CCS(=O)(=O)c1ccccc1)C2=O
3	4	CNC[C@H]1Oc2ccc(NC(=O)Nc3ccc(C(F)(F)F)cc3)cc2CC(=O)N([C@H](C)CO)C[C@H]1C
9	?	C[C@@H]1CN([C@@H](C)CO)C(=O)Cc2cc(NC(=O)Nc3ccccc3)ccc2O[C@H]1CN(C)Cc1ccncc1
1	4	C[C@@H]1CN([C@@H](C)CO)S(=O)(=O)c2ccc(C#C[C@@H](C)O)cc2O[C@@H]1CN(C)C(=O)c1ccccc1
15	6	C[C@H]1CN([C@@H](C)CO)C(=O)c2cccc(NS(=O)(=O)c3cccs3)c2O[C@@H]1CN(C)C(=O)Nc1ccc(C(F)(F)F)cc1

A second format for part of the listing above:
entry	structure	NSD2 inh
2	COc1ccc(CN(C)C[C@H]2Oc3ccc(NC(=O)C4CCCCC4)cc3CC(=O)N([C@@H](C)CO)C[C@H]2C)cc1	0
3	CNC[C@H]1Oc2ccc(NC(=O)Nc3ccc(C(F)(F)F)cc3)cc2CC(=O)N([C@H](C)CO)C[C@H]1C	4

Next part:
item	NSD2 inh	smiles
16	0	C[C@@H]1CN([C@@H](C)CO)C(=O)Cc2cc(NS(=O)(=O)c3ccc(Cl)cc3)ccc2O[C@H]1CN(C)Cc1ccc(C(=O)O)cc1
17	-1	COc1ccc(NC(=O)N(C)C[C@H]2Oc3ccc(NC(=O)Cc4cn(C)c5ccccc45)cc3CC(=O)N([C@@H](C)CO)C[C@@H]2C)cc1
18	-1	Cc1cc(C)c2nc(-c3ccncc3)cc(C(=O)N3CCN(Cc4ccccc4Cl)CC3)c2c1
19	-6	C[C@@H]1CN([C@H](C)CO)C(=O)c2cc(NC(=O)C3CC3)ccc2O[C@@H]1CN(C)C(=O)Nc1ccc(C(F)(F)F)cc1
20	-2	C[C@@H]1CN([C@H](C)CO)C(=O)Cc2cc(NS(=O)(=O)c3cccs3)ccc2O[C@H]1CN(C)Cc1ccc(C(=O)O)cc1
21	-2	C[C@@H]1CN([C@H](C)CO)C(=O)Cc2cc(NC(=O)CCCCCC(=O)Nc3ccccc3N)ccc2O[C@H]1CN(C)CC1CCCCC1
22	0	C[C@@H]1CN([C@@H](C)CO)C(=O)Cc2cc(NS(=O)(=O)c3cn(C)cn3)ccc2O[C@H]1CN(C)S(=O)(=O)c1ccc(F)cc1
23	-9	C[C@@H]1CN([C@H](C)CO)C(=O)c2cc(NC(=O)Nc3ccc(C(F)(F)F)cc3)ccc2O[C@@H](C)CCCCO[C@H]1CN(C)C(=O)Nc1ccc(C(F)(F)F)cc1
24	1	C[C@H](CO)N1C[C@H](C)[C@H](CN(C)Cc2ccc(C(=O)Nc3ccccc3N)cc2)Oc2ccc(NS(=O)(=O)c3cccs3)cc2CC1=O
25	-3	C[C@@H]1CN([C@@H](C)CO)C(=O)c2cc(-c3cccnc3)cnc2O[C@H]1CN(C)C(=O)NC1CCCC1
26	-4	CC(C)NC(=O)N(C)C[C@H]1OCCCC[C@H](C)Oc2ccc(NC(=O)CCCN(C)C)cc2C(=O)N([C@@H](C)CO)C[C@H]1C
27	-8	C=CC(C)(C)c1cc2cc3ccoc3cc2oc1=O
28	2	COc1ccc(NC(=O)N(C)C[C@@H]2Oc3ccc(NS(=O)(=O)c4c(C)noc4C)cc3CC(=O)N([C@@H](C)CO)C[C@@H]2C)cc1
29	-1	COc1ccccc1/C=C/C=O
30	-8	CC(C)(C)c1cc(/C=C(\C#N)C(N)=S)cc(C(C)(C)C)c1O

Remaining list, next part.
item	NSD2 inh	smiles
31	14	C[C@H]1CN([C@@H](C)CO)C(=O)c2cc(C#CCN(C)C)cnc2O[C@H]1CN(C)C
32	-4	C[C@@H]1CN([C@@H](C)CO)C(=O)c2cc(NS(=O)(=O)c3ccc(F)cc3)ccc2O[C@@H](C)CCCCO[C@@H]1CN(C)C(=O)CCCN(C)C
33	-3	COCC#Cc1ccc2c(c1)O[C@H](CN(C)C(=O)CN(C)C)[C@@H](C)CN([C@@H](C)CO)S2(=O)=O
34	-2	COc1ccc(CN(C)C[C@H]2OCCCC[C@H](C)Oc3ccc(NC(=O)C4CCCCC4)cc3C(=O)N([C@H](C)CO)C[C@H]2C)cc1
35	3	CCCC#Cc1ccc2c(c1)O[C@@H](CN(C)CC1CCOCC1)[C@H](C)CN([C@@H](C)CO)S2(=O)=O
36	-1	COCC#Cc1cnc2c(c1)C(=O)N([C@H](C)CO)C[C@H](C)[C@@H](CN(C)C)O2
37	3	O=C(CCCCCC(=O)Nc1ccccc1O)N/N=C/c1ccc(O)c(F)c1
38	12	O=C(NO)c1cccc(C(=O)N/N=C/c2c(O)cc(O)cc2O)c1
39	6	C[C@H]1CN([C@@H](C)CO)C(=O)c2cc(NC(=O)Nc3ccc(F)cc3)ccc2O[C@@H]1CN(C)C(=O)Nc1ccc(F)cc1
40	1	C[C@H]1CN([C@@H](C)CO)C(=O)Cc2cc(NC(=O)Cc3ccccc3)ccc2O[C@@H]1CN(C)Cc1ccc(C(=O)O)cc1
41	1	C[C@@H]1CN([C@@H](C)CO)C(=O)c2cc(NC(=O)CCC(F)(F)F)ccc2O[C@@H](C)CCCCO[C@@H]1CN(C)C(=O)NC1CCCCC1
42	-5	CC(C)CC#Cc1ccc2c(c1)O[C@@H](CN(C)C(=O)Cc1cccnc1)[C@@H](C)CN([C@@H](C)CO)S2(=O)=O
43	-16	Cc1noc(C)c1S(=O)(=O)N(C)C[C@H]1Oc2ccc(N(C)C)cc2CC(=O)N([C@H](C)CO)C[C@@H]1C
44	3	COc1ccc(NC(=O)Nc2ccc3c(c2)C(=O)N([C@@H](C)CO)C[C@@H](C)[C@H](CN(C)Cc2ccc(Cl)c(Cl)c2)OCCCC[C@H](C)O3)cc1
45	-3	C[C@@H]1CN([C@@H](C)CO)C(=O)c2cccc(NS(=O)(=O)c3ccc(Cl)cc3)c2O[C@H]1CN(C)C(=O)Nc1ccccc1

(further entries)
item	NSD2 inh	smiles
46	4	CC(C)CC#Cc1cnc2c(c1)C(=O)N([C@H](C)CO)C[C@H](C)[C@@H](CN(C)S(=O)(=O)c1cn(C)cn1)O2
47	-7	C[C@@H]1CN([C@H](C)CO)C(=O)c2cc(NC(=O)Nc3ccccc3)ccc2O[C@@H]1CN(C)C(=O)Nc1cccc2ccccc12
48	-5	C[C@@H]1CCCCO[C@@H](CN(C)Cc2ccc(Cl)c(Cl)c2)[C@H](C)CN([C@@H](C)CO)C(=O)c2cc(NC(=O)Nc3ccccc3)ccc2O1
49	10	Cc1ccc(S(=O)(=O)Nc2cccc3c2O[C@H](CN(C)S(=O)(=O)c2cn(C)cn2)[C@@H](C)CN([C@@H](C)CO)C3=O)cc1
50	5	CNC[C@@H]1Oc2ccc(NC(=O)Nc3ccc4c(c3)OCO4)cc2C(=O)N([C@@H](C)CO)C[C@@H]1C
51	0	C[C@@H]1CN([C@@H](C)CO)C(=O)c2cc(NS(=O)(=O)c3ccc(Cl)cc3)ccc2O[C@H]1CN(C)C(=O)Nc1ccc2c(c1)OCO2
52	2	C[C@@H]1CCCCO[C@H](CN(C)S(=O)(=O)c2cccs2)[C@H](C)CN([C@@H](C)CO)C(=O)c2cc(NC(=O)NC3CCCCC3)ccc2O1
53	0	Cc1noc(C)c1S(=O)(=O)Nc1ccc2c(c1)C(=O)N([C@H](C)CO)C[C@@H](C)[C@@H](CN(C)Cc1ccc(C(=O)O)cc1)OCCCC[C@H](C)O2
54	-1	C[C@H](CO)N1C[C@H](C)[C@@H](CN(C)Cc2ccc(C(F)(F)F)cc2)Oc2ccc(NC(=O)Nc3ccc(F)cc3)cc2CC1=O
55	4	C[C@@H]1CN([C@@H](C)CO)S(=O)(=O)c2ccc(C#CCN(C)C)cc2O[C@H]1CN(C)Cc1cccnc1
56	0	C[C@H]1CN([C@@H](C)CO)C(=O)c2cc(C#CCC3CCCC3)cnc2O[C@@H]1CN(C)CC1CCOCC1
57	6	C[C@@H]1CN([C@H](C)CO)C(=O)c2cc(-c3cccc(F)c3)cnc2O[C@@H]1CN(C)C(=O)c1ccccn1
58	7	C[C@H](O)C#Cc1ccc2c(c1)O[C@H](CN(C)C)[C@H](C)CN([C@H](C)CO)S2(=O)=O
59	-1	C#Cc1ccc([C@H]2C=C(C(=O)N3CCN(Cc4ccc5c(c4)OCO5)CC3)O[C@@H](OCc3ccc(CO)cc3)C2)cc1
60	1	C[C@@H]1CN([C@H](C)CO)C(=O)c2cccc(NC(=O)C3CC3)c2O[C@H]1CN(C)Cc1ccc(C(F)(F)F)cc1

Single entries from the list:
C[C@@H]1CN([C@@H](C)CO)C(=O)c2cc(NS(=O)(=O)c3ccc(Cl)cc3)ccc2O[C@H]1CN(C)C(=O)Nc1ccc2c(c1)OCO2 – NSD2 inh: 0
C[C@@H]1CCCCO[C@H](CN(C)S(=O)(=O)c2cccs2)[C@H](C)CN([C@@H](C)CO)C(=O)c2cc(NC(=O)NC3CCCCC3)ccc2O1 – NSD2 inh: 2
C[C@@H]1CCCCO[C@@H](CN(C)Cc2ccc(Cl)c(Cl)c2)[C@H](C)CN([C@@H](C)CO)C(=O)c2cc(NC(=O)Nc3ccccc3)ccc2O1 – NSD2 inh: -5
C[C@@H]1CN([C@H](C)CO)C(=O)c2cc(-c3cccc(F)c3)cnc2O[C@@H]1CN(C)C(=O)c1ccccn1 – NSD2 inh: 6
C[C@@H]1CN([C@@H](C)CO)S(=O)(=O)c2ccc(C#CCN(C)C)cc2O[C@H]1CN(C)Cc1cccnc1 – NSD2 inh: 4
CNC[C@@H]1Oc2ccc(NC(=O)Nc3ccc4c(c3)OCO4)cc2C(=O)N([C@@H](C)CO)C[C@@H]1C – NSD2 inh: 5
C[C@H](O)C#Cc1ccc2c(c1)O[C@H](CN(C)C)[C@H](C)CN([C@H](C)CO)S2(=O)=O – NSD2 inh: 7

Next part
item	NSD2 inh	smiles
61	-3	CC(C)NC(=O)N(C)C[C@H]1Oc2ccc(NC(=O)Cc3cn(C)c4ccccc34)cc2C(=O)N([C@@H](C)CO)C[C@H]1C
62	-9	C[C@@H]1CCCCO[C@H](CN(C)S(=O)(=O)c2ccc(F)cc2)[C@@H](C)CN([C@@H](C)CO)C(=O)c2cc(NC(=O)CCC(F)(F)F)ccc2O1
63	-5	COc1cccc2oc(-c3ccccc3)cc(=O)c12
64	0	C[C@@H]1CN([C@@H](C)CO)C(=O)Cc2cc(NC(=O)NC3CCCCC3)ccc2O[C@@H]1CN(C)Cc1ccc2c(c1)OCO2
65	9	C[C@H]1CN([C@@H](C)CO)C(=O)c2cc(C#CCc3ccccc3)cnc2O[C@H]1CN(C)Cc1ccc(C(=O)O)cc1
66	4	COc1ccccc1CNC(=O)C[C@H]1C[C@H]2c3cc(NC(=O)C4CCOCC4)ccc3O[C@H]2[C@H](CO)O1
67	-3	CN(CCO)c1ccc(/C=N/NC(=O)CCCCCCC(=O)Nc2ccccc2O)cc1
68	-1	C[C@H]1CN([C@@H](C)CO)C(=O)Cc2cc(NS(=O)(=O)c3ccccc3)ccc2O[C@H]1CN(C)S(=O)(=O)c1ccc(F)cc1
